STK33 inh – inhibitors of human STK33 kinase. ADP-Glo luminescence, MBP substrate. inhibition, % at 12.5 µM. 27,000 compounds, 0.44% hits. AID 2322; in the data active = inhibition above about 20%; inconclusive = no clear call, values can overlap the other calls
Target sequence (Q9BYT3 whole entry, looked up): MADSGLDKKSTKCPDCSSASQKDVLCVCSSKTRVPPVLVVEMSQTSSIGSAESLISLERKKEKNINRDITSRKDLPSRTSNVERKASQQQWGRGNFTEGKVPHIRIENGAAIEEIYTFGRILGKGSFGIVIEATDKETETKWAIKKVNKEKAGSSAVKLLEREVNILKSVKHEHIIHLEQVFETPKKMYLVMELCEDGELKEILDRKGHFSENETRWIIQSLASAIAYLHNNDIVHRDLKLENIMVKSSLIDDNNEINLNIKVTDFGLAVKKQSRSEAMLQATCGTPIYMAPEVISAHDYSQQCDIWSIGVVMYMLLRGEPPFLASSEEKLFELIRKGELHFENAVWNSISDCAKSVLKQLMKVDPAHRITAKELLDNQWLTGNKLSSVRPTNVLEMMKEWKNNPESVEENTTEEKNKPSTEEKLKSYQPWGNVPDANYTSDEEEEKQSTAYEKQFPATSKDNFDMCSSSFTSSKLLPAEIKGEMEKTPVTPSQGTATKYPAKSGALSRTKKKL
p53 PUMA act – mutant p53 pathway reactivation; activation, % at 9.98 µM; 28,000 compounds, 1.5% hits; AID 624151; SW480 PUMA-promoter luciferase; in the data active = activation above about 52%; inconclusive = no clear call, values can overlap the other calls
* = called active by the depositor. A portion of the library. The share of hits here may be higher or lower than overall.

How did C[C@H](CO)N1C[C@H](C)[C@H](CN(C)Cc2ccc(O)cc2)OCc2cn(nn2)CCCC1=O do in these assays?
STK33 inh: -7.7

How did C=C1C(C2(C)C=CC(=O)C(C)(C)C2CC(=O)OC)CC[C@@]2(C)[C@H](c3ccoc3)OC(=O)C3OC132 (some centres not stated) do in these assays?
STK33 inh: -0.2

What do the screens show for `CC(=O)N(C)c1ccc(OCC(O)Cn2c3ccc(Cl)cc3c3cc(Cl)ccc32)cc1` (configuration not stated)?
p53 PUMA act: -76.5

Results for Cc1noc(C)c1NC(=O)Nc1cccc2c1O[C@@H](CN(C)Cc1ccccc1)[C@H](C)CN([C@@H](C)CO)C2=O ?
p53 PUMA act: 3.9

How did C[C@H](CO)N1C[C@H](C)[C@H](CN(C)Cc2ccccc2)Oc2ccc(NC(=O)C3CCCCC3)cc2CC1=O do in these assays?
STK33 inh: -1.8

Results for COc1ccccc1NC(=O)c1c(NC(=O)c2ccco2)sc(C)c1C ?
STK33 inh: 1.9; p53 PUMA act: 76.4*

Results for C[C@H]1CN([C@@H](C)CO)C(=O)Cc2cc(NC(=O)C3CCCCC3)ccc2O[C@@H]1CN(C)C(=O)Nc1ccc2c(c1)OCO2 ?
STK33 inh: -0.4

Results for c1ccc(CC(Cc2nc3ccccc3[nH]2)c2nc3ccccc3[nH]2)cc1 (configuration not stated) ?
STK33 inh: -0.6; p53 PUMA act: 1.9

How did O=C(CSc1nnc(-c2ccccc2O)n1-c1ccccc1)Nc1cccc(C(=O)O)c1 do in these assays?
STK33 inh: -3.8; p53 PUMA act: -0.1

What do the screens show for `COc1ccc(S(=O)(=O)Nc2ccc(Br)c3cccnc23)c([N+](=O)[O-])c1`?
STK33 inh: -2.2; p53 PUMA act: -28.1

How did C[C@@H]1CN([C@H](C)CO)C(=O)c2cc(NC(=O)C3CCCCC3)ccc2O[C@@H](C)CCCCO[C@@H]1CN(C)C(=O)NC1CCCCC1 do in these assays?
p53 PUMA act: -1.2

How did COc1ccc(NC(=O)Nc2ccc3c(c2)C(=O)N([C@H](C)CO)C[C@H](C)[C@H](CN(C)S(=O)(=O)c2ccc(Cl)cc2)OCCCC[C@@H](C)O3)cc1 do in these assays?
STK33 inh: 3.2

Three entries out of the list, arranged by length of the SMILES, rising:
Results for c1ccc(CC(Cc2nc3ccccc3[nH]2)c2nc3ccccc3[nH]2)cc1 (configuration not stated) ?
STK33 inh: -0.6; p53 PUMA act: 1.9

What do the screens show for `COc1ccc(S(=O)(=O)Nc2ccc(Br)c3cccnc23)c([N+](=O)[O-])c1`?
STK33 inh: -2.2; p53 PUMA act: -28.1

How did C[C@H](CO)N1C[C@H](C)[C@H](CN(C)Cc2ccc(O)cc2)OCc2cn(nn2)CCCC1=O do in these assays?
STK33 inh: -7.7

Additional compounds.
What do the screens show for `CNC[C@H]1OCc2cn(nn2)CCCC(=O)N([C@H](C)CO)C[C@@H]1C`?
STK33 inh: 0.5; p53 PUMA act: 3.7

Results for C[C@H](CO)N1C[C@H](C)[C@H](CN(C)S(=O)(=O)c2ccccc2)Oc2ccc(NC(=O)c3ccncc3)cc2CC1=O ?
STK33 inh: 3.0; p53 PUMA act: 5.7

Results for COc1cccc(OCc2nc(-c3ccc(OC)c(OC)c3)no2)c1 ?
STK33 inh: 1.6; p53 PUMA act: 2.8

What do the screens show for `C[C@H](CO)N1C[C@H](C)[C@@H](CN(C)Cc2ccncc2)Oc2ccc(NC(=O)Nc3ccc4c(c3)OCO4)cc2CC1=O`?
p53 PUMA act: 10.9

What do the screens show for `O=C(CSc1nnc(-c2ccncc2)o1)c1cc2ccccc2oc1=O`?
STK33 inh: 0.5; p53 PUMA act: -6.7

What do the screens show for `COc1ccc(CN(C)C[C@@H]2Oc3ccc(NC(=O)Cc4ccccc4)cc3C(=O)N([C@@H](C)CO)C[C@H]2C)cc1`?
p53 PUMA act: -1.4

What do the screens show for `C[C@H]1CN([C@@H](C)CO)S(=O)(=O)c2ccc(C#Cc3cccnc3)cc2O[C@H]1CN(C)C(=O)C1CC1`?
p53 PUMA act: -8.2

What do the screens show for `COc1ccc(C#Cc2cnc3c(c2)C(=O)N([C@H](C)CO)C[C@H](C)[C@@H](CN(C)C)O3)cc1`?
p53 PUMA act: 0.3

What do the screens show for `Cc1noc(C)c1S(=O)(=O)Nc1ccc2c(c1)CC(=O)N([C@H](C)CO)C[C@@H](C)[C@@H](CN(C)Cc1ccc(Cl)c(Cl)c1)O2`?
STK33 inh: 2.8

How did COc1ccc2nc(SCC(=O)Nc3ccc(F)c(Cl)c3)[nH]c2c1 do in these assays?
STK33 inh: 0.8; p53 PUMA act: 20.7

Results for CC(C)NC(=O)Nc1ccc2c(c1)CC(=O)N([C@@H](C)CO)C[C@H](C)[C@H](CN(C)Cc1ccc(Oc3ccccc3)cc1)O2 ?
STK33 inh: -3.8

Results for O=C(CSc1n[nH]c(-c2ccc(Cl)cc2Cl)n1)Nc1cc(C(F)(F)F)ccc1Cl ?
STK33 inh: -5.4; p53 PUMA act: 3.0

What do the screens show for `C[C@@H]1CCCCO[C@H](CN(C)Cc2ccccc2)[C@@H](C)CN([C@H](C)CO)C(=O)c2cc(NC(=O)Nc3ccc4c(c3)OCO4)ccc2O1`?
STK33 inh: -0.5; p53 PUMA act: -13.5

How did C[C@@H]1CCCCO[C@@H](CN(C)C(=O)Nc2ccc(C(F)(F)F)cc2)[C@@H](C)CN([C@H](C)CO)C(=O)c2cc(NC(=O)Nc3ccc(F)cc3)ccc2O1 do in these assays?
STK33 inh: -9.6

Results for C[C@@H]1CCCCO[C@H](CN(C)C)[C@@H](C)CN([C@@H](C)CO)C(=O)c2cc(NC(=O)Nc3ccccc3)ccc2O1 ?
p53 PUMA act: 3.9

Results for COc1ccc(S(=O)(=O)N(C)C[C@H]2Oc3ccc(NC(=O)c4ccncc4)cc3C(=O)N([C@@H](C)CO)C[C@H]2C)cc1 ?
p53 PUMA act: -4.3

How did OC(CNCc1ccc(Cl)cc1Cl)Cn1c(-c2ccc(F)cc2)cc2ccccc21 (configuration not stated) do in these assays?
p53 PUMA act: 10.7

Results for CNC[C@H]1Oc2ccc(NS(=O)(=O)c3ccc(Cl)cc3)cc2CC(=O)N([C@@H](C)CO)C[C@H]1C ?
STK33 inh: 2.5; p53 PUMA act: -5.6

What do the screens show for `COc1cc2c(cc1O)C(C1CC1)N(Cc1cc3c(cc1Br)OCO3)CC2` (configuration not stated)?
STK33 inh: -0.1

What do the screens show for `N#Cc1ccc(NC(=O)CSc2ccc([N+](=O)[O-])cn2)cc1`?
STK33 inh: -3.0; p53 PUMA act: -0.2

What do the screens show for `CCCC#Cc1cnc2c(c1)C(=O)N([C@@H](C)CO)C[C@@H](C)[C@H](CN(C)S(=O)(=O)c1cn(C)cn1)O2`?
p53 PUMA act: 16.2

What do the screens show for `O=C(/C=C/c1ccccc1)O[C@@H]1O[C@H](CO)[C@@H](O)[C@H](O)[C@H]1O`?
STK33 inh: -3.5

What do the screens show for `CCc1cccc(NC(=O)CSc2c(C)n[nH]c2C)c1`?
STK33 inh: 1.7; p53 PUMA act: -12.5

Results for Nc1nc(SCC(=O)Nc2cccc(C(F)(F)F)c2)n[nH]1 ?
STK33 inh: 1.2; p53 PUMA act: -12.9

Results for Cc1noc(C)c1NC(=O)N(C)C[C@H]1Oc2c(cccc2N(C)C)C(=O)N([C@@H](C)CO)C[C@H]1C ?
p53 PUMA act: -3.3

Results for C[C@@H]1CCCCO[C@@H](CN(C)C(=O)CCCN(C)C)[C@@H](C)CN([C@H](C)CO)C(=O)c2cc(NC(=O)CCC(F)(F)F)ccc2O1 ?
STK33 inh: 4.2

What do the screens show for `Nc1nc(SCC(=O)c2ccc(Cl)cc2Cl)n[nH]1`?
STK33 inh: 0.0; p53 PUMA act: -4.5

How did Cc1cc(C(=O)Nc2cccc3c2O[C@@H](CN(C)S(=O)(=O)c2cccs2)[C@@H](C)CN([C@@H](C)CO)C3=O)n(C)n1 do in these assays?
p53 PUMA act: 5.6

How did C[C@H](CO)N1C[C@H](C)[C@@H](CN(C)Cc2ccc(-c3ccccc3)cc2)Oc2c(NS(=O)(=O)c3cccs3)cccc2C1=O do in these assays?
p53 PUMA act: 2.6

What do the screens show for `C[C@@H]1CN([C@@H](C)CO)C(=O)CCCn2cc(nn2)CO[C@H]1CN(C)C(=O)OCc1ccccc1`?
STK33 inh: 1.5; p53 PUMA act: 6.3

What do the screens show for `C[C@H](CO)N1C[C@H](C)[C@H](CN(C)Cc2ccc(C(=O)O)cc2)Oc2ccc(NC(=O)CCC(F)(F)F)cc2CC1=O`?
STK33 inh: -3.6

How did C[C@@H]1CCCCO[C@@H](CN(C)CC2CCCCC2)[C@@H](C)CN([C@H](C)CO)C(=O)c2cc(NC(=O)Nc3ccc(C(F)(F)F)cc3)ccc2O1 do in these assays?
STK33 inh: 4.8

What do the screens show for `O=C(CC1NC(=O)NC1=O)Nc1cccc(C(F)(F)F)c1` (configuration not stated)?
STK33 inh: 2.0; p53 PUMA act: 5.4

What do the screens show for `Cc1ccc(S(=O)(=O)NC(C)(C)CSc2nncn2C)cc1`?
STK33 inh: -0.3; p53 PUMA act: -2.1

How did COc1ccc(S(=O)(=O)Nc2ccc3c(c2)CC(=O)N([C@H](C)CO)C[C@H](C)[C@H](CN(C)CC2CCCCC2)O3)cc1 do in these assays?
STK33 inh: -1.8

Results for Cc1noc(C)c1S(=O)(=O)Nc1cccc2c1O[C@@H](CN(C)CC1CC1)[C@@H](C)CN([C@H](C)CO)C2=O ?
p53 PUMA act: 6.8

Results for COc1c(O)cc2occ(-c3ccccc3O)c(=O)c2c1O ?
STK33 inh: 1.6

Results for CCCC#Cc1ccc2c(c1)O[C@@H](CN(C)S(=O)(=O)c1cccc(F)c1)[C@@H](C)CN([C@@H](C)CO)S2(=O)=O ?
p53 PUMA act: -11.6

Results for COC(=O)C1=CO[C@@H](OC2OC(O)C(O)C(O)C2CO)[C@H]2[C@@H]1C=CC21C=C([C@H](C)OC(=O)/C=C/c2ccc(OC3OC(CO)C(O)C(O)C3O)cc2)C(=O)O1 (some centres not stated) ?
STK33 inh: 0.0; p53 PUMA act: -1.4

Results for COCCNC(=O)C[C@H]1C[C@@H]2c3cc(NC(=O)Nc4ccc(C(F)(F)F)cc4)ccc3O[C@@H]2[C@@H](CO)O1 ?
p53 PUMA act: -5.6

What do the screens show for `COc1ccc2nc(Sc3c([N+](=O)[O-])nc(C)n3Cc3ccccc3)[nH]c2c1`?
STK33 inh: 0.2; p53 PUMA act: inconclusive

What do the screens show for `C[C@H](CO)N1C[C@H](C)[C@H](CN(C)C(=O)Cc2ccncc2)Oc2cc(C#CC3(O)CCCC3)ccc2S1(=O)=O`?
p53 PUMA act: 2.0

What do the screens show for `COc1ccc(C(=O)NCCCn2ccnc2)cc1[N+](=O)[O-]`?
STK33 inh: 2.2; p53 PUMA act: 0.4

Results for COc1ccc(CN(C)C[C@H]2OCCCC[C@@H](C)Oc3ccc(NC(=O)c4ccccc4)cc3C(=O)N([C@H](C)CO)C[C@@H]2C)cc1 ?
STK33 inh: -8.0

Results for C[C@@H]1CN([C@H](C)CO)C(=O)c2cc(C#CC3(O)CCCC3)cnc2O[C@@H]1CN(C)CC1CC1 ?
p53 PUMA act: 2.9

What do the screens show for `CC(=O)c1ccc(OC(=O)CCCN2C(=O)c3ccccc3C2=O)cc1`?
STK33 inh: -0.7; p53 PUMA act: -0.8

How did COc1cccc(-c2cnc3c(c2)C(=O)N([C@H](C)CO)C[C@H](C)[C@H](CN(C)C(=O)NC(C)C)O3)c1 do in these assays?
STK33 inh: -1.4

What do the screens show for `O=C(COc1ccc(Cl)cc1CO)Nc1ccc(F)cc1`?
STK33 inh: -0.1; p53 PUMA act: 69.3*

Among those listed so far, 7 contain an NH in an aromatic ring:
Results for c1ccc(CC(Cc2nc3ccccc3[nH]2)c2nc3ccccc3[nH]2)cc1 (configuration not stated) ?
STK33 inh: -0.6; p53 PUMA act: 1.9

How did COc1ccc2nc(SCC(=O)Nc3ccc(F)c(Cl)c3)[nH]c2c1 do in these assays?
STK33 inh: 0.8; p53 PUMA act: 20.7

Results for O=C(CSc1n[nH]c(-c2ccc(Cl)cc2Cl)n1)Nc1cc(C(F)(F)F)ccc1Cl ?
STK33 inh: -5.4; p53 PUMA act: 3.0

What do the screens show for `CCc1cccc(NC(=O)CSc2c(C)n[nH]c2C)c1`?
STK33 inh: 1.7; p53 PUMA act: -12.5

Results for Nc1nc(SCC(=O)Nc2cccc(C(F)(F)F)c2)n[nH]1 ?
STK33 inh: 1.2; p53 PUMA act: -12.9

What do the screens show for `Nc1nc(SCC(=O)c2ccc(Cl)cc2Cl)n[nH]1`?
STK33 inh: 0.0; p53 PUMA act: -4.5

What do the screens show for `COc1ccc2nc(Sc3c([N+](=O)[O-])nc(C)n3Cc3ccccc3)[nH]c2c1`?
STK33 inh: 0.2; p53 PUMA act: inconclusive

Next section
How did COc1c(C(CC(C)C)OC(C)=O)ccc2c1C(=O)OCc1cc(C)cc(O)c1O2 (configuration not stated) do in these assays?
STK33 inh: -6.6; p53 PUMA act: -16.3

How did CCOC(=O)c1c(NC(=O)c2nc3ncccn3n2)sc2c1CCCC2 do in these assays?
STK33 inh: 5.5; p53 PUMA act: 2.0

What do the screens show for `COc1c(S(=O)(=O)n2c(C)nc3ccccc32)ccc(Cl)c1Cl`?
STK33 inh: 3.9; p53 PUMA act: 13.4

What do the screens show for `COCCOC(=O)N1C(=O)[C@@]2(c3cc(C#CCC(C(=O)OC)C(=O)OC)ccc31)[C@H](c1ccccc1OCCO)N1[C@H](c3ccccc3)[C@H](c3ccccc3)OC(=O)[C@H]1[C@@H]2C(=O)Nc1nc2ccccc2s1`?
STK33 inh: 2.5

What do the screens show for `CC(=O)c1cccc(NC(=O)CSc2nc(C)cc(=O)[nH]2)c1`?
STK33 inh: -2.6; p53 PUMA act: -7.0

What do the screens show for `Cc1nc(SC(C)C(=O)Nc2ccc(Cl)cc2)n[nH]1` (configuration not stated)?
STK33 inh: -7.0; p53 PUMA act: -5.5

How did CNC[C@H]1Oc2ccc(NC(=O)Cc3cn(C)c4ccccc34)cc2CC(=O)N([C@@H](C)CO)C[C@H]1C do in these assays?
p53 PUMA act: -9.3

How did Cc1noc(C)c1NC(=O)N(C)C[C@@H]1Oc2ccc(NC(=O)Cc3ccccc3)cc2C(=O)N([C@@H](C)CO)C[C@H]1C do in these assays?
p53 PUMA act: 4.2
